# Screening data: PubChem BioAssay, Broad Institute
# FN deposit inh: inhibitors of fibronectin matrix deposition, primary screen, AH1F cells, Alexa488-fibronectin fluorescence, plate reader; 0.086% of 350,000 active; AH1F fibroblasts, overnight; inhibition, % at 12.6 µM; AID 743247, 2014;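 active = mean inhibition across replicates of 30% or more, regardless of how many single replicates reach that level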;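 also: positive control wells lacked labelled fibronectin entirely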
#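 Assay system: AH1F fibroblast monolayer, labelled fibronectin deposition. Amount: 10000 cells per well. Also added: labelled fibronectin 24 nM. Compound: single-point pinned compound. Incubation: cell attachment 1 h, compound and FN exposure overnight. Detection: fluorescence after three HBSS washes, excitation 485 nm, emission 525 nm. Read-out: inhibition of fibronectin deposition signal.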
# LGR2 antag: inhibitors of bursicon-induced LGR2 CRE-luciferase signal, primary screen, cell-based, HEK293, CRE-luciferase reporter, bursicon stimulation | bursicon-stimulated, 4 h | AID 720647, 2013 | inhibition, % at 9.99 µM | Drosophila bursicon receptor LGR2 (rickets) | 0.35% of 380,000 active;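 active = drop in luminescence signal, shown as inhibition above about 50% in the replicate tests, limit read from the data, passing the limit was not always enough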;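 also: agonist challenge used bursicon conditioned medium at about half maximal strength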
# PGC1a acetyl inh: inhibitors of PGC1a acetylation signal, primary screen, cell-based, U2OS, AlphaScreen, inhibitor mode; 0.17% of 350,000 active; inhibition, % at 15.6 µM; AlphaScreen anti-acetyl-lysine; with virally co-expressed GCN5 acetyltransferase; AID 651687, 2012;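 active = every replicate shows inhibition of at least 40%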;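 also: 0% = neutral control wells and 100% = positive control wells; some results beyond the cut were filed as inactive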
# PAX8 reporter: inhibitors of PAX8-driven TPO luciferase reporter, primary screen, RMG-I cells, single concentration | SteadyGlo, 24 h | inhibition, % at 12.6 µM | 1.2% of 360,000 active | AID 652154, 2013;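 active = mean replicate inhibition at least 60% with every replicate also reaching 60%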;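 also: luciferase light reporting Pax8 driven TPO promoter activity; plate controls were median of neutral control wells for no effect and mitoxantrone controls for full effect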
# miR122 inh: miR-122 Renilla sensor signal increase in Huh7, primary screen, miR-122 inhibitor project, cell-based, single point, plate reader; Huh7 miR-122 Renilla luciferase sensor, 48 h; neutral wells = 0, positive control = 100; activation (reporter increase), % at 12.5 µM; 0.3% of 340,000 active;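 active = mean replicate activation score at least 90 and every replicate individually at or above 90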;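 also: higher luciferase means less miR-122 activity so hits act as miR-122 inhibitors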
# Casp6 inh: human caspase-6 inhibitors, primary screen, biochemical, VEID-R110 fluorescence, single point, set 2 | purified caspase-6, Z-VEID-R110 cleavage fluorescence | AID 686996, 2013 | 0.53% of 350,000 active | inhibition, % at 12.5 µM;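 active = mean inhibition across replicates at least about 35%, with every replicate also reaching that limit, limit read from the data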;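 also: 0% = median of neutral control wells and 100% = no fluorescence left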
# Target sequence (P55212 24-179 limits assumed): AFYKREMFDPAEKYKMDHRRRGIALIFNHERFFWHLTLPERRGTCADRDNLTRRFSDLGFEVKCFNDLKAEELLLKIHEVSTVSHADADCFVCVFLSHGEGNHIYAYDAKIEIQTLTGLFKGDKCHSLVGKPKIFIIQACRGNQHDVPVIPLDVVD
# Target sequence (P55212 194-293 limits assumed): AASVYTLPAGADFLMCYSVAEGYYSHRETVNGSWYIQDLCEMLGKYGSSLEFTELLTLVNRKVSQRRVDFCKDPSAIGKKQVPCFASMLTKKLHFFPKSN
# Cneo AK release: Cryptococcus neoformans cell lysis inducers, primary screen, AK release luminescence, single concentration. C. neoformans lysis, adenylate kinase release luminescence, 4 h; normalised: neutral wells 0, clomiphene wells 100. lysis activity, % at 15 µM. 0.2% of 360,000 active;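 active = mean lysis activity across replicates of at least 80%, whatever share of replicates individually reach that level; inactive = mean lysis activity below 80%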
#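 read-out = cell lysis signal | test system = log-phase Cryptococcus neoformans yeast cells | input = cells at 5 × 10^6 per mL | medium = fresh YPD growth medium | signal = luminescent adenylate kinase detection reagent | timing = 4 h at 37 °C static, read 1 h later | dosing = single dose | controls = Clomiphene as positive lysis control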
# EWS-Fli block: EWS/Fli-driven NR0B1 reporter inhibitors, primary screen, A673 cells, NR0B1 luciferase, luminescence, MLPCN library | 0.67% of 350,000 active | inhibition, % at 12.6 µM | viability-normalised;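 active = mean inhibition of at least 50% after viability correction, with every replicate also passing that limit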;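 also: firefly luciferase signal divided by Alamar Blue viability fluorescence both relative to DMSO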
# The depositor's hits bear a star; x = not tested or not shown; & = joins results of further samples; [ ] = dose if it differs, or a comment.
# The line under a structure holds: FN deposit inh, LGR2 antag, PGC1a acetyl inh, PAX8 reporter, miR122 inh, Casp6 inh, Cneo AK release, EWS-Fli block
C=CCOc1cccc(C(=O)N2CCCC(Nc3ccc(F)cc3)C2)c1 (stereo unspecified)
    x, 8, 3, 10, -3, 2, 0, x
CCn1c(SCC(=O)N2CCCCC2C)nnc1-c1ccco1 (stereo unspecified)
    2, -1, x, -86, 1, 0, -8, -8
NC(=O)CCCn1c(C(=O)c2cc(Cl)c(N)c(Cl)c2)c2ccc(C(F)(F)F)cc2[n+]1[O-]
    -1, -23, -6, 28, 4, 3, 8, 26
COc1ccc(-c2cnnc(N/N=C/c3ccc(-c4ccc([N+](=O)[O-])cc4)o3)n2)cc1
    -11, -5, x, 12, x, 5, x, 53*
C/C(=N\N(c1ccccc1)c1ccccc1)c1ccc(O)cc1
    2, 10, 2, -2, -22, 0, 1, 16
CCOC(=O)c1nnn(CC(=O)N2N=C(c3ccc(Cl)cc3)CC2c2ccccc2)c1C(=O)OCC (stereo unspecified)
    0, x, 10, -3, -2, x, -1, x
Cn1ncc(Br)c1C(=O)N/N=C/c1cccc(OC2CSC2)c1
    1, -22, -3, 49, -6, -1, x, -1
C=CCOc1nc2c(c(=O)n(C)c(=O)n2C)n1Cc1ccc(Cl)cc1Cl
    x, -6, 4, x, 0, -1, 10, 6
CC1CCN(C(=O)CSc2nc(=O)n3cc(Cl)ccc3n2)CC1
    -1, 3, x, -13, x, 0, x, -1
COc1ccc(NS(=O)(=O)c2csc(C(N)=O)c2)cc1
    -3, 2, -3, -6, x, 1, 0, 0
Cc1ccc(Cn2nnc3c(=O)n(CC(=O)c4ccccc4)cnc32)cc1
    -4, 16, x, 3, x, -1, -9, 7
O=C(COc1ccc2c(c1)oc(=O)c1ccccc12)N[C@@H](Cc1ccccc1)C(=O)O
    x, x, 8, x, -8, 0, 1, 0
OC(c1ccccc1)(c1ccccc1)C1CCN(CCCOc2ccc(-c3ccncc3)cc2)CC1
    -5, 0, x, 14, x, -7, x, 25
CCCC#Cc1cnc2c(c1)C(=O)N([C@@H](C)CO)C[C@H](C)[C@@H](CN(C)C(=O)Cc1ccccc1)O2
    x, -3, -2, 14, 8[16.7 µM], 1, -4, 12
C[C@H](CO)N1C[C@H](C)[C@H](CN(C)Cc2ccc(C(F)(F)F)cc2)Oc2ccc(NS(=O)(=O)c3cccs3)cc2C1=O
    x, -2, 0, 7, -2[16.7 µM], 0, 2, -5
CCc1nnc(NC(=O)C2CC(=O)N(c3ccc4c(c3)OCCO4)C2)s1 (stereo unspecified)
    x, 5, 5, -6, x, 2, x, 11
COc1ccc(OC(=O)CCN2C(=O)C3C4C=CC(C4)C3C2=O)cc1 (stereo unspecified)
    -11, -4, x, -4, x, 0, x, 3
N/C(=N\OC(=O)c1ccc(=O)n(Cc2ccc(Cl)cc2)c1)c1ccccn1
    2, 4, x, 8, -6, 7, 0, -1
Cc1ccc(S(=O)(=O)N(C)C[C@@H]2Oc3ccc(NC(=O)c4ccncc4)cc3C(=O)N([C@H](C)CO)C[C@@H]2C)cc1
    x, -7, -5, 4, -7[16.7 µM], 2, 0, -7
Cc1ccc(S(=O)(=O)Nc2ccc3c(c2)CC(=O)N([C@@H](C)CO)C[C@@H](C)[C@@H](CN(C)Cc2ccc(Oc4ccccc4)cc2)O3)cc1
    x, 4, -1, 1, -10[16.7 µM], 1, -3, 3
Clc1ccc2nc(CN3CCCc4ccccc43)cn2c1
    x, 0&9, -5, x, 2, 4&-10, 16, -43
COc1ccccc1NC(=O)c1ccc(NC(=O)C2CC2)cc1
    6, 12, x, 10, -7, 2, 2, -3
CCN(CC)S(=O)(=O)c1ccc(NC(=O)c2ccc(Cl)nc2)cc1
    -7, 3, -6, 3, 15, 0, 0, 10
COc1ccc(NC(=O)CN2C(=O)NC(C)(C3CC3)C2=O)cc1S(=O)(=O)N1CCOCC1 (stereo unspecified)
    0, 12, 1, 12, x, -1, x, 1
O=C(NC1CC1)C1CCN(C(=O)c2ccc(Cl)cc2)CC1
    -10, -4, -5, -4, -3, -1, 3, 0
CCc1ccc(C(O)c2ncc(-c3ccccc3Cl)[nH]2)cc1 (stereo unspecified)
    -8, -3, -4, 0, 37, 0, 0, -10
C[C@H](CO)N1C[C@H](C)[C@@H](CN(C)S(=O)(=O)c2cn(C)cn2)Oc2ccc(NS(=O)(=O)c3cccs3)cc2C1=O
    8, x, 13, -5, x, x, x, -17
CC(=O)c1nn(-c2cccc(C)c2)cc1C(=O)c1cccc(Br)c1
    -11, 4, -8, -5, 8, 2, -7, 9
Cc1ccc(Cn2nc(C)c3cc(C(=O)OCC(N)=O)sc32)cc1
    x, 5, 1, x, 0, x, 1, x
O=C1c2ccccc2C(O)N1Cc1ccccc1 (stereo unspecified)
    x, -1, 2, x, 2, -1, 0, 9

# Quoted at random: 5 compounds from above
# The line under a structure holds: FN deposit inh, LGR2 antag, PGC1a acetyl inh, PAX8 reporter, miR122 inh, Casp6 inh, Cneo AK release, EWS-Fli block
COc1ccc(NC(=O)CN2C(=O)NC(C)(C3CC3)C2=O)cc1S(=O)(=O)N1CCOCC1 (stereo unspecified)
    0, 12, 1, 12, x, -1, x, 1
Cc1ccc(Cn2nc(C)c3cc(C(=O)OCC(N)=O)sc32)cc1
    x, 5, 1, x, 0, x, 1, x
COc1ccc(OC(=O)CCN2C(=O)C3C4C=CC(C4)C3C2=O)cc1 (stereo unspecified)
    -11, -4, x, -4, x, 0, x, 3
Cc1ccc(S(=O)(=O)Nc2ccc3c(c2)CC(=O)N([C@@H](C)CO)C[C@@H](C)[C@@H](CN(C)Cc2ccc(Oc4ccccc4)cc2)O3)cc1
    x, 4, -1, 1, -10[16.7 µM], 1, -3, 3
CCN(CC)S(=O)(=O)c1ccc(NC(=O)c2ccc(Cl)nc2)cc1
    -7, 3, -6, 3, 15, 0, 0, 10

# (list continues)
# The line under a structure holds: FN deposit inh, LGR2 antag, PGC1a acetyl inh, PAX8 reporter, miR122 inh, Casp6 inh, Cneo AK release, EWS-Fli block
O=C(NCCCN1CCCC1=O)C1CCN(S(=O)(=O)c2cccc(Cl)c2Cl)CC1
    4, 7, 8, 4, x, 3, 0, -4
O=C(O)CSCC(=O)Nc1ccc(C2CCCCC2)cc1
    -10, 29, 18, x, -17, x, 2, x
CCS(=O)(=O)N1CCN(C2Cc3ccccc3C2)CC1
    -6, x, -9, 10, 8, x, 1, x
CC(=O)Nc1ccc(S(=O)(=O)NCCSCc2ccco2)cc1
    x, -10, 2, x, 0, 7, 1, 4
COc1ccccc1OCCSc1nc(N)cc(N)n1
    -12, x, x, -51, -2, x, 4, x
CC(C)NC(=O)Nc1cccc2c1O[C@H](CN(C)C(=O)NC1CCCCC1)[C@H](C)CN([C@@H](C)CO)C2=O
    x, -13, -4, 3, 16[16.7 µM], -2, -27, -2
COc1ccc(COc2ccccc2C(=O)NCc2ccccc2)cc1F
    5, -12, x, 11, 3, x, -1, x
Cc1cc(NC(=O)CSCC(=O)Nc2cc(C(F)(F)F)ccc2N2CCCC2)no1
    -1, -5, -2, -14, -3, 1, 5, -6
Cc1cccc(C)c1NC(=O)CSCCO
    x, 8, 1, x, 0, 3, -1, 2
Cn1cnc(S(=O)(=O)N[C@@H]2C=C[C@@H](CC(=O)NCC3CC3)O[C@@H]2CO)c1
    1, -17, -1, 3, -12[16.7 µM], -2, -3, -2
CC1(C(=O)NCc2ccccc2)CN(S(C)(=O)=O)CC(=O)N1Cc1ccc2c(c1)OCO2 (stereo unspecified)
    6, 13, x, 3, x, 0, x, -6
C[C@H]1CN([C@@H](C)CO)C(=O)c2cc(C3=CCCC3)cnc2O[C@@H]1CN(C)Cc1cccc(F)c1
    x, -8, -26, -9, 2[16.7 µM], -2, 47, -17
CN=c1sc(C(=O)Nc2ccccc2)c(C)n1C
    x, -3, x, -7, x, -5, x, 0
O=C(Cc1ccccc1)Nc1cc([N+](=O)[O-])ccc1N1CCOCC1
    5, -15, -1, 5, -1, -2, -3, -1
CCN(C(=O)Cn1cc(C(=O)C(=O)N2CCOCC2)c2ccccc21)c1ccccc1
    4, 1, x, -11, x, 0, 1, x

# Additional records:
canonical_smiles	FN deposit inh	LGR2 antag	PGC1a acetyl inh	PAX8 reporter	miR122 inh	Casp6 inh	Cneo AK release	EWS-Fli block
COc1ccc(NC(=O)COC(=O)c2ncc(Cl)c(Cl)c2Cl)c(OC)c1	x	10	6	0	-6	x	-1	x
CCSC(=S)Nc1c(C)n(C)n(-c2ccccc2)c1=O	-3	18	13	-7	2	2	-17	-6
O=C1c2[nH]nc(-c3ccccc3O)c2C(c2cccc(Cl)c2)N1CC1CCCO1 (stereo unspecified)	-1	x	x	3	28	x	-1	x
Cc1[nH]c(C)c(S(=O)(=O)Nc2ccc(F)cc2Cl)c1C(=O)N1CCCC1	2	6	-11	2	20	0	2	x
Cc1ccc2nc(SCC(=O)Nc3ccccc3F)nc(=O)n2c1	x	5	3	-11	-1	-6	-5	-7
O=C(N[C@@H]1CC[C@H](CCNS(=O)(=O)c2ccc(F)cc2)O[C@@H]1CO)c1cnccn1	3	-11	11	-3	x	21	0	1
COc1cc(CCC(=O)N2CCN(c3cccc(C)c3C)CC2)cc(OC)c1OC	2	-7	x	23	x	0	0	-4
Cc1ccc(C)c(NC(=S)N2CCN(Cc3ccccc3)CC2)c1	x	0	-6	-17	x	-1	x	0
C=CCn1c(SCC(=O)NC2CCCCC2)nnc1-c1ccccn1	0	-14	-1	4	1	5	1	-1
COCCN(CCOC)c1nc(-c2ccc(C)cc2)nc2ccccc12	0	33	8	-13	19	-8	-3	2
CN(C)Cc1cn(CC[C@@H]2CC[C@@H](NC(=O)Nc3ccc4c(c3)OCO4)[C@H](CO)O2)nn1	3	-5	0	-6	5[16.7 µM]	x	x	-4
COc1ccc(-c2ccc3c(c2)[C@@H]2[C@@H](CCN2C(=O)c2ccc4c(c2)OCO4)[C@@H](CO)N3)cc1	-12	-11	13	-15	0[16.7 µM]	x	-8	3
C[C@H](CO)N1C[C@H](C)[C@H](CN(C)C(=O)Nc2ccccc2)Oc2ncc(C#Cc3ccc(F)cc3)cc2C1=O	8	-8	-10	x	-2[16.7 µM]	4	12	-3
Cc1ccc(NS(=O)(=O)c2ccc3c(c2)C(=O)c2ccccc2C3=O)c(C)c1	7	7	0	-6	-2	x	-2	x
Cc1ccccc1SC1CCN(C(=O)C2CCC(=O)N(C3CC3)C2)CC1 (stereo unspecified)	4	-4	1	2	-4	-3	0	-5

# Compounds were not picked by outcome; any-hit rate near 2.5%.
